# Compound activity from PubChem BioAssay.
# UPR XBP1 act: adaptive UPR (XBP1) activation; 330,000 tested, 0.33% active; activation, % at 20 µM; AID 463104; CHO-XBP1 luciferase reporter, IRE1-XBP1 UPR activation, luminescence; percent of tunicamycin response, DMSO as zero;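 active = versus positive control, 20 µM dose yields 30% or more activation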;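 also: 100% = tunicamycin at 10 µg/mL and 0% = DMSO only wells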
#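 Signal: luciferase luminescence; Assay system: CHO-XBP1 luciferase reporter cells; Amount: one thousand reporter cells per well; Dosing: 20 µM single concentration, DMSO 1%; Benchmarks: high control tunicamycin 10 µg/mL final, low control DMSO vehicle only; Schedule: 6 h compound exposure at 37 °C, 5% CO2; Evaluation: percent activation relative to tunicamycin reference.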
# UPR CHOP act: apoptotic UPR (CHOP) activation. 330,000 tested, 0.34% active. activation, % at 10 µM. CHO-CHOP luciferase reporter, luminescence; percent of tunicamycin response over DMSO baseline. AID 449763;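 active = at 10 µM dose, activation of 40% or more, normalized to positive control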;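 also: 100% = tunicamycin at 10 µg/mL and 0% = DMSO alone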
#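 Evaluation: % reporter activation, DMSO baseline versus tunicamycin full activation; System: CHO-CHOP luciferase reporter cell line; Input: 500 cells/well; Incubation: 6 h compound treatment, 37 °C; Measured by: Steady-Glo luciferase luminescence; Dosing: one dose, 10 µM in 0.5% DMSO; Buffer or medium: F12 medium, 10% FBS; Benchmarks: positive tunicamycin 10 µg/mL, negative DMSO alone.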
# tim10-1 inh: tim10-1 yeast growth inhibition | S. cerevisiae tim10-1 ts strain growth, BacTiter-Glo, 24 h | inhibition, % at 20 µM | AID 463190 | 330,000 tested, 2.2% active;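 active = inhibition of at least 40%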;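 also: mutant grown at 25 °C; 0% = DMSO wells with yeast and 100% = wells holding no yeast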
# TIM10 inh: inhibits growth of TIM10 yeast strain; S. cerevisiae TIM10 strain growth, BacTiter-Glo luminescence, 24 h; inhibition, % at 10 µM; 330,000 tested, 1.4% active; AID 463195;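 active = inhibition of 40% or more at the single tested concentration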;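 also: wild-type TIM10 isogenic control strain grown at permissive 25 °C; 0% = DMSO yeast wells and 100% = minimal medium wells without yeast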
# tim23-1 inh: tim23-1 yeast growth inhibition; S. cerevisiae tim23-1 growth, BacTiter-Glo luminescence, 24 h; inhibition, % at 20 µM; 330,000 tested, 1.3% active;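 active = growth inhibition of the mutant yeast at or above 50%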;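 also: temperature-sensitive mutant grown at 25 °C; plate controls were DMSO-treated mutant yeast for no effect and medium wells lacking yeast for full effect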
# 697 NFkB inh: lowers PMA/ionomycin-induced NF-kB signal in 697 B cells; 697 B-cell NF-kB luciferase reporter, 16 h; inhibition, % at 4 µM; 330,000 tested, 0.33% active; AID 435022; in the data active = inhibition above about 35%
# Jurkat NFkB inh: lowers PMA/ionomycin-induced NF-kB signal in Jurkat cells. PMA/ionomycin-induced NF-kB luciferase reporter, luminescence. inhibition, % at 4 µM. 330,000 tested, 0.53% active. AID 435003; in the data active = inhibition above about 50%
# Mdm2-MdmX inh: inhibitors of human Mdm2/MdmX interaction | O15151+Q00987 | SaOS-2 split-luciferase Mdm2/MdmX complementation, luminescence | inhibition, % at 8 µM | 330,000 tested, 3% active;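 active = inhibition of at least 50% at 8 µM in the primary screen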
# Target sequence (O15151 whole entry, looked up): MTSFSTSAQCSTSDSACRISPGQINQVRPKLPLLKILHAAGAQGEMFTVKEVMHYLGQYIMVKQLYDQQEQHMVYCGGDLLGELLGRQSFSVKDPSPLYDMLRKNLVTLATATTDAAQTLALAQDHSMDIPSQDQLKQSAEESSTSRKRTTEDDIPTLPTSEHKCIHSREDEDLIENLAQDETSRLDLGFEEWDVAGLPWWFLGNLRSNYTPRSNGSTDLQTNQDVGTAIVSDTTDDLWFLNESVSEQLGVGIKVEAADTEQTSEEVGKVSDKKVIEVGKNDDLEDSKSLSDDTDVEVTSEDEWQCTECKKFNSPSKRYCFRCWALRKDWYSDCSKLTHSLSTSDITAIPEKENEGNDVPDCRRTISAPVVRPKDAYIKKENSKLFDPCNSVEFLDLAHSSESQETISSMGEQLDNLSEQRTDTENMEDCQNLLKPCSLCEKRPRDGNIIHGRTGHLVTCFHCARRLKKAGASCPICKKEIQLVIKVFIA
# Target sequence (Q00987 whole entry, looked up): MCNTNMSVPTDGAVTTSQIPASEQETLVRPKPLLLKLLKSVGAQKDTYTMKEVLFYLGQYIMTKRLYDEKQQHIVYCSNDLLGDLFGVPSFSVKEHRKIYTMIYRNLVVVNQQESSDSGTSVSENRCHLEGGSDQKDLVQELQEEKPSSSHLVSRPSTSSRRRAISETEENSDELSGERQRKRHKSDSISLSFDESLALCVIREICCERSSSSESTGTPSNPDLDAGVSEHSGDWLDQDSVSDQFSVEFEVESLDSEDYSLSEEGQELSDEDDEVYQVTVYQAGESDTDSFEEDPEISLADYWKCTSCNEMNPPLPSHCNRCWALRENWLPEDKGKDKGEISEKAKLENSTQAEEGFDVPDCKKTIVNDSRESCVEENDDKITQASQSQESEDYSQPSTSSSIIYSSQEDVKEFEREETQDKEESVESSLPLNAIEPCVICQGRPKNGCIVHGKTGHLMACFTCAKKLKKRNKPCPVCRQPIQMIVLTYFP
# Numbers without * were called inactive; / = not tested or not shown.
Structure	UPR XBP1 act	UPR CHOP act	tim10-1 inh	TIM10 inh	tim23-1 inh	697 NFkB inh	Jurkat NFkB inh	Mdm2-MdmX inh
Cc1ccc(NC(=O)COC(=O)C2CCN(c3ccc(C(F)(F)F)cn3)CC2)cc1C	3	0.9	26	10	21	-3	-13	18
CS(=O)(=O)c1cnc(-c2ccccc2)nc1Oc1ccc(F)cc1	4	-1.1	-13	-19	1	1	-2	1
CCCC(=O)Nc1ccc(Cc2ccc(NC(=O)CCC)c(C(=O)O)c2)cc1C(=O)O	-2	-1.3	14	6	17	1	11	-34
Cc1nnc(SCC(=O)N2CCN(S(=O)(=O)c3ccc(Cl)cc3)CC2)n(N)c1=O	0	-0.7	3	-2	-8	-2	-3	6
CC1(C#N)c2ccccc2C(Br)=CN1C(=O)c1ccccc1 (stereo not drawn)	-3	-0.4	8	-4	37	9	12	39
Cc1nc2c(c(C)nn2-c2ccccc2)c(C)c1CCC(=O)NCCCOC(C)C	-3	0.9	33	-9	20	-4	1	5
CCOCCCn1c(SCC(=O)NCc2ccco2)nc2c(sc3ccccc32)c1=O	0	-1.2	7	1	20	-3	17	19
Cc1ccc(N2C(=O)C3C4C=CC(CC4)C3C2=O)c([N+](=O)[O-])c1 (stereo not drawn)	-2	0.4	15	12	20	3	14	-15
S=C(NCc1ccc(Cl)cc1)Nc1ccccc1	-1	0.4	32	42*	24	-3	5	10
CC(SC1=NCCS1)C(=O)Nc1nnc(-c2ccc(Br)cc2)s1 (stereo not drawn)	1	11	-3	-4	20	-46	-11	52*
COc1cc2nc(SCC(=O)c3ccc(Br)cc3)n3nc(C)nc3c2cc1OC	-2	-0.4	6	-7	1	7	5	65*
COc1ccc(NC(=O)Cn2nc(C(F)(F)F)c3c2CCCC3)cc1OC	-1	-2.3	11	-2	22	-9	16	16
Cc1ccc(OC(=O)CCC(=O)N2CCc3ccccc32)cc1	-1	-1.3	11	1	15	-10	-6	14
CC(C)C1Nc2ccc(S(N)(=O)=O)cc2C2C=CCC21 (stereo not drawn)	-1	-1.4	14	15	-2	6	-11	6
CC(c1ccccc1)C1C(C#N)=C(N)SC(N)=C1C#N (stereo not drawn)	-5	0.5	21	4	28	10	9	33
COC(=O)Nc1ccc(S(=O)(=O)NCCO)cc1	1	-0.6	0	-5	2	1	-11	14
O=C1CC(N(Cc2ccco2)C(=O)Nc2ccc(F)cc2)C(=O)N1c1ccc(F)cc1 (stereo not drawn)	-2	-2.1	16	-7	23	6	0	21
CC1(C(=O)NC2CCCC2)CCC(=O)N1Cc1ccccc1Cl (stereo not drawn)	-1	-0.1	13	1	-5	-32	-12	1
COc1ccc(CNC(=S)Nc2ccccc2)cc1	-3	-2.0	3	12	14	-9	-5	9
O=C(NCCc1ccccc1)C(=O)NCC1CCCO1 (stereo not drawn)	2	1.3	-10	-10	5	-14	-17	-4
CC1(C(=O)OCC(=O)Nc2ccc(C(N)=O)cc2)CC1(Cl)Cl (stereo not drawn)	-2	0.4	-6	-15	-3	13	5	8
Cc1ccc(CNc2ccc(CNc3ncn[nH]3)cc2)cc1	2	0.7	12	-2	17	-1	-2	0
C=CCNc1nc2ccccc2nc1NS(=O)(=O)c1ccc(Cl)cc1	-5	-1.2	10	-8	41	-13	-3	6
O=[N+]([O-])c1ccc(O)c(/C=N/n2cnc3ccccc32)c1	1	2.0	29	41*	37	-10	0	-4
O=C(NC1CCCCCCC1)C1CCC(CNc2c(N3CCCC3)c(=O)c2=O)CC1 (stereo not drawn)	-3	-1.0	6	-3	10	-2	6	-29
CC(=O)Nc1ccc(CN2CCN(c3cccc(C(F)(F)F)c3)CC2)cc1	-2	-1.2	20	17	28	-10	2	-38
COc1ccc(Cl)cc1N1CC(C(=O)Nc2nccs2)CC1=O (stereo not drawn)	-2	-0.2	2	-5	8	23	27	32
COc1ccc(OCCNC(=O)c2cccc(Oc3ccc(C(F)(F)F)cc3[N+](=O)[O-])c2)cc1	-3	-1.0	23	6	0	6	-3	28
O=C(Nc1cnc2ccccn2c1=O)c1ccc(Cl)cc1	1	2.0	7	-8	-3	14	-58	-62
CCOC(=O)N1CCN(C(=O)c2ccc3nc(N4CCCCC4)sc3c2)CC1	-4	2.0	19	11	24	-82	7	-11

# Some entries already given with just Jurkat NFkB inh, TIM10 inh and UPR CHOP act:
SMILES	Jurkat NFkB inh	TIM10 inh	UPR CHOP act
CC(=O)Nc1ccc(CN2CCN(c3cccc(C(F)(F)F)c3)CC2)cc1	2	17	-1.2
COc1ccc(Cl)cc1N1CC(C(=O)Nc2nccs2)CC1=O (stereo not drawn)	27	-5	-0.2
COc1ccc(OCCNC(=O)c2cccc(Oc3ccc(C(F)(F)F)cc3[N+](=O)[O-])c2)cc1	-3	6	-1.0

# Following part
Structure	UPR XBP1 act	UPR CHOP act	tim10-1 inh	TIM10 inh	tim23-1 inh	697 NFkB inh	Jurkat NFkB inh	Mdm2-MdmX inh
Cc1cc(/C=C(\C#N)C(=O)NC2CC2)c(C)[nH]1	5	5.5	2	-2	2	-62	-51	-86
COc1ccc(N2CCN(C(=O)c3ccc(SC)cc3OC)CC2)cc1	-2	-3.1	27	17	22	3	10	9
C[C@H](NC(=O)c1cc2c([nH]c3ccccc32)c(-c2ccccc2)n1)C(=O)O	0	3.9	7	17	5	8	2	-1
Cc1c(-c2nc(N)nc(Nc3ccccc3F)n2)oc2ccccc12	12	5.6	36	11	5	-182	-200	-110
CCOCCOC(=O)c1[nH]c2c(c1C)C(=O)CC(c1ccc(OC)c(OC)c1)C2 (stereo not drawn)	-1	-1.2	37	0	21	-7	-6	-20
Cc1ccc(-n2nc3c(=O)n(C(C)C(=O)NCCc4cccs4)nc(C)c3c2C)cc1 (stereo not drawn)	3	1.0	18	-19	9	-28	16	32
COc1ccc(NC(=O)C(=O)N2N=C3CCCCC3C2(O)C(F)(F)F)cc1 (stereo not drawn)	-3	-1.4	16	17	0	-1	1	17
CC(Sc1n[nH]c(N)n1)C(=O)Nc1ccc(Cl)cn1 (stereo not drawn)	-3	-0.5	10	3	10	6	0	-12
CC(C)c1ccc(/C=C(\NC(=O)c2ccccc2)C(=O)NCCCN2CCOCC2)cc1	-2	0.3	-12	1	9	7	21	10
CCCCC(=O)Nc1nnc(SCC(=O)NC2CC2)s1	2	2.3	-28	8	3	21	-1	24
Cc1cc(NS(=O)(=O)c2ccc(NC(=O)c3ccccc3F)cc2)no1	-2	-0.1	5	2	4	4	13	21
COc1ccc(N2CCCC2)c(NC(=O)COc2ccccc2Cl)c1	-8	1.7	-7	2	-4	3	2	21
Cc1nc2sc(C(c3ccco3)N3CCC(Cc4ccccc4)CC3)c(O)n2n1 (stereo not drawn)	-2	0.8	4	3	2	4	-2	21
COc1cccc(-c2ccc(NC(=O)C3CCCN(Cc4cc(C)[nH]n4)C3)cc2)c1 (stereo not drawn)	-3	1.2	18	8	16	-11	-13	27
COc1ccc2sc(NC(=O)CC(C)C)nc2c1	15	4.3	30	-28	25	-75	-90	-33
COc1cccc(N(CC(=O)NCc2cccnc2)S(C)(=O)=O)c1	-1	2.1	4	-5	5	12	14	-25
Cn1c(CNC(=O)c2ccccc2F)nnc1SCC(=O)N1CCN(c2ccccc2)CC1	-5	-0.7	6	23	9	27	-5	-11
CCOc1ccc(C2=Nn3c(nnc3-c3ccccn3)SC2)cc1	1	-0.4	21	14	18	18	15	-11
COc1cc(NC(=O)NS(=O)(=O)c2ccc(C)cc2)cc(OC)c1	1	1.0	0	7	4	10	6	21
CN(C)C(=O)CCc1ccc2c3c([nH]c2c1)[C@]1(C)[C@@H](C(=O)N2CCOCC2)C[C@H](CC(=O)NCC24CC5CC(CC(C5)C2)C4)C(=O)N1CC3	-2	2.1	14	-1	26	-1	/	27
COc1ccc(-c2csc(N3CCC(c4ccccc4)CC3)n2)cc1	0	2.1	20	1	-5	-1	8	4
CCC1Nc2ncnc(N3CCCCC3)c2N(Cc2ccc(Cl)cc2)C1=O (stereo not drawn)	3	0.4	15	19	46	3	8	-11
C=CCn1c(SCc2nc3ccccc3[nH]2)nnc1-c1ccncc1	2	-0.4	13	23	17	14	4	12
CCc1ccc(NC(=O)CN(c2ccc(OC)cc2)S(=O)(=O)c2c(C)nn(C)c2C)cc1	-5	1.5	26	8	23	-4	-6	22
Cc1cc(=O)oc2cc(OCC3CC(c4ccc(N(C)C)cc4)=NO3)ccc12 (stereo not drawn)	-3	0.2	6	-1	-1	6	0	21
C/C(CC(=O)Nc1ccc2c(c1)OCCO2)=N\NC(=O)C(=O)Nc1ccccc1C	0	0.0	9	3	12	4	-29	16
CN(C(=O)CSc1cn(CC(=O)N2CCOCC2)c2ccccc12)c1ccccc1	-1	2.1	18	6	15	-3	19	5
O=C(CN(c1ccc(F)cc1)S(=O)(=O)c1ccc2c(c1)OCCO2)Nc1ccccc1	-1	1.3	18	25	6	8	7	-2
COc1cc(NC(=O)c2ccc(C)cc2)c(OC)cc1NC(=O)CN1CCOCC1	-2	-1.9	10	26	22	6	-16	10
CCOC(=O)Cn1cc(/C=N/NC(=O)CC#N)c2ccccc21	-1	0.1	12	-8	14	0	-5	22
O=C(Nc1ncccc1O)c1cc2ccccc2o1	-2	-2.0	1	7	4	-160	-57	-36
CC(C)CCOc1ccc(C(=O)NN2C(=O)NC3(CCCCC3)C2=O)cc1	3	0.5	-17	-4	-5	10	5	-4
O=C(NCc1ccc2c(c1)OCO2)C1CCCN(S(=O)(=O)c2cccnc2)C1 (stereo not drawn)	2	1.9	-3	-9	11	3	8	5
NC(N)=N/N=C/c1ccc(Cl)c(Cl)c1	1	-1.5	-19	4	-4	4	45	49
Cc1ccc(N2CCN(S(=O)(=O)c3ccc4c(c3)oc(=O)n4C)CC2C)cc1 (stereo not drawn)	-3	-1.5	10	5	7	0	1	15
Cc1cc(C)cc(N(C(=O)CCC(=O)Nc2ccccn2)C(C(=O)NC(C)C)c2ccc(O)cc2)c1 (stereo not drawn)	0	0.8	11	-4	3	8	-5	-21
Cc1cccc(N2CCN(C(=O)C(C)C)CC2)c1C	-1	-0.3	-13	-3	-336	-21	-14	-4
CCCCOP(=O)(OCCCC)C(Nc1ccc(C(=O)OCC)cc1)c1ccncc1 (stereo not drawn)	-4	-1.1	18	22	24	-3	0	-9
Nc1nnc(-c2cccnc2)s1	0	-1.2	-12	6	1	11	-13	-4
O=C(COc1ccc(Br)cc1)N/N=C1\SCC(=O)N1c1ccc(F)cc1	-1	1.1	-9	-1	16	-9	99*	7
Cc1cccc2sc(NC(=O)CN(C)S(=O)(=O)c3cccs3)nc12	-4	1.5	26	24	34	3	4	5

# Four compounds out of the list above, arranged by the value under 697 NFkB inh, descending.
canonical_smiles | 697 NFkB inh
NC(N)=N/N=C/c1ccc(Cl)c(Cl)c1 | 4
Cc1cccc2sc(NC(=O)CN(C)S(=O)(=O)c3cccs3)nc12 | 3
CCCCOP(=O)(OCCCC)C(Nc1ccc(C(=O)OCC)cc1)c1ccncc1 (stereo not drawn) | -3
O=C(Nc1ncccc1O)c1cc2ccccc2o1 | -160
